# ZTA DNA inh – counter-screen for EBNA-1 inhibitors: inhibitors of Epstein-Barr virus ZTA; AID 2234; inhibition, % at 11 µM; ZTA-DNA binding, fluorescence polarization; hit rate 0.15% among 320,000; P03206; in the data active means inhibition above about 33%
# Fh CTSL1 inh – blocks F. hepatica cathepsin L1 in PFM18AAP counter-screen; recombinant F. hepatica cathepsin L1, Z-Leu-Arg-MCA fluorescence; inhibition, % at 5.96 µM; hit rate 0.49% among 300,000;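 active means inhibition above the mean of all tested compounds plus 3 SD, set per screening campaign, cut at about 17% in these data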;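 further: 0% = plate median of test compound wells and 100% = 1 µM Z-Phe-Ala-diazomethylketone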
# PREPL inhibitor – human PREPL enzyme inhibition | hit rate 0.68% among 320,000 | recombinant PREPL, fluorescence polarization activity-based probe | inhibition, % at 5.96 µM | Q4J6C6; in the data active means inhibition above about 43%;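 further: 0% = enzyme with DMSO and 100% = wells lacking enzyme; many of its hits are not listed in these tables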
# PP1 counter – blocks human PP1-alpha phosphatase, a PP5 counter-screen | P62136 | purified PP1alpha, OMFP fluorescence | inhibition, % at 6.7 µM | hit rate 0.9% among 320,000 | AID 2235;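 active means inhibition above the mean inhibition of all tested compounds plus 3 SD, computed separately for each screening campaign, cut at about 15% in these data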
# Target sequence (P62136 whole entry, looked up): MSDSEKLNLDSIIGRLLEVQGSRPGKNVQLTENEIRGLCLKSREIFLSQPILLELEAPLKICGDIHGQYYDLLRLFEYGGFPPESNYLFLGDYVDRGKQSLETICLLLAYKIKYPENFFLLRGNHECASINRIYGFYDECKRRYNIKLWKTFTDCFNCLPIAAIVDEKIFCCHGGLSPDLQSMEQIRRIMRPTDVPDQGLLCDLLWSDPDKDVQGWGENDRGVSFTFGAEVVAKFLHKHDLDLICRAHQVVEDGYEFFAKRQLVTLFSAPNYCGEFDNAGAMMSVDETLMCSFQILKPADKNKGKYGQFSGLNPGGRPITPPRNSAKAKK
# TPT1 inhibitor – inhibitors of Candida albicans tRNA 2'-phosphotransferase TPT1; recombinant caTPT1, FP RNA substrate dephosphorylation; inhibition, % at 5 µM; AID 1962; hit rate 0.81% among 300,000;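 active means inhibition above the mean of all tested compounds plus 3 SD, set per screening campaign, cut at about 24% in these data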;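 further: plate controls were DMSO alone for no effect and ferristatin control at 100 nM for full effect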
# PP5 primary – inhibitors of human protein phosphatase 5 (PP5); purified PP5c, OMFP substrate fluorescence; P53041; hit rate 0.18% among 320,000; inhibition, % at 6.7 µM;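 active means inhibition above the campaign's mean inhibition across all tested compounds plus 3 SD, cut at about 9.5% in these data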;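 further: 0% = DMSO only and 100% = 100 µM cantharidin control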
# Target sequence (P53041 whole entry, looked up): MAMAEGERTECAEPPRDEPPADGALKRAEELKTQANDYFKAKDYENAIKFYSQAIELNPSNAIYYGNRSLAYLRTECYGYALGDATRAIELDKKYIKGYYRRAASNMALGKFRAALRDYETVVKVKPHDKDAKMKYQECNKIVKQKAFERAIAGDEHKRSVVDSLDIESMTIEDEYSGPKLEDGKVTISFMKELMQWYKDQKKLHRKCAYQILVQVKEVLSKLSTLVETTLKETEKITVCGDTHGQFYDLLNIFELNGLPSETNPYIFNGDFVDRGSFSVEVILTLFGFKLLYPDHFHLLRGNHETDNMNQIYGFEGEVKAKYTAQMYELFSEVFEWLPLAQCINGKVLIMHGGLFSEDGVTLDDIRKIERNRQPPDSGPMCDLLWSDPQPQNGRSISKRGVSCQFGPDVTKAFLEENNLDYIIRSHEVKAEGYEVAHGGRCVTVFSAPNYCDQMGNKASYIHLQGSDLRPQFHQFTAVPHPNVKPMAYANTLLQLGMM
# HCV core dimer – blocks dimerization of HCV core protein; AID 1899; inhibition, % at 5 µM; TR-FRET GST/Flag-core106 dimerization, 1536-well; hit rate 0.33% among 300,000;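 active means inhibition above the mean of all tested compounds plus 3 SD, set per screening campaign, cut at about 45% in these data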
#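 Assay system: GST-tagged and Flag-tagged HCV core protein residues 1-106 / Times: compound-protein-antibody incubation 4 h at 22.5 °C / Signal: time-resolved FRET, ex 340 nm, em 617 and 671 nm / Evaluation: % inhibition based on acceptor/donor emission ratio / Benchmarks: wells lacking GST-core106 and wells with excess unlabelled core106 / Repeats: singlicate, one well per compound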
# EBNA-1 inhibitor – blocks EBNA-1 binding to DNA; EBNA-1 DNA binding, fluorescence polarization; inhibition, % at 14.8 µM; hit rate 0.34% among 300,000; in the data active means inhibition above about 28%
# Efflux pump mplx – antifungal efflux pump inhibition, Nile Red retention; S. cerevisiae Candida pump triplex; inhibition, % at 10 µM; hit rate 0.44% among 330,000; AID 485275;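 active means plate passing quality check with inhibition over a set limit, or well fluorescence over plate mean plus 4 SD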;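 further: Nile Red retained in pooled yeast measured as flow cytometry median fluorescence; 0% = buffer negative control and 100% = Enniatin B positive control; higher means more Nile Red kept so more efflux inhibition; some compounds called inactive have numbers as strong as hits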
# An asterisk follows results filed as active.
SMILES,ZTA DNA inh,Fh CTSL1 inh,PREPL inhibitor,PP1 counter,TPT1 inhibitor,PP5 primary,HCV core dimer,EBNA-1 inhibitor,Efflux pump mplx
Cc1cc(C)c(NS(=O)(=O)c2c(C(=O)N3CCOCC3)c(C)n(C)c2C)c(C)c1,-8,0,3,0,0,-0.6,-3,-13,0.0
Cc1ccc(CNC(=O)CSc2nc3ccccc3[nH]2)cc1,9,-1,-4,-2,0,0.0,0,9,-0.1
COc1cc(OC)cc(-c2nn[nH]n2)c1,0,3,0,-3,1,-0.7,0,1,-0.4
Cn1c(=O)c2c(nc(CN3CCN(C(c4ccccc4)c4ccccc4)CC3)n2CC(N)=O)n(C)c1=O,4,-3,11,-10,-2,2.1,-8,12,-0.2
O=C(C(=O)N1CCCCC1)c1c(-c2ccccc2)[nH]c2ccccc12,-20,12,0,6,0,-2.4,-4,-18,-0.1
CC(=O)N1NC(=Nc2ccccc2)SC1(C)C,0,-1,1,-4,1,-1.3,-1,-8,-0.3
O=S(=O)(c1ccc(Br)cc1)n1c(Cc2ccccc2)nc2ccccc21,-13,-8,4,1,0,2.7,-7,-1,-0.2
O=C(c1ccco1)N1CCN(C(c2ccccc2F)c2nnnn2Cc2cccs2)CC1 (stereo not given),2,-2,16,-3,1,-2.1,-5,3,-0.1
COc1cccc(NC(=O)CN(C)CC(=O)Nc2ccc(Br)cc2)c1,11,5,-20,-2,-2,-2.1,1,5,-0.1
Cc1cccc(CCNC(=O)C2CCCN(S(=O)(=O)c3cnc[nH]3)C2)c1 (stereo not given),2,-2,1,-3,-3,-0.5,2,8,0.0
Cc1ccc(C(=O)N/N=C2/NC(=O)CC(C(=O)Nc3ccccc3)S2)cc1 (stereo not given),3,-2,1,7,3,3.4,-8,1,0.1
CCOC(=O)C1=NN(C(=O)c2ccccc2)C(O)(c2ccc(C)cc2)C1 (stereo not given),0,3,1,2,-4,1.4,-3,5,-0.2
COc1ccc(C(CC(=O)NCc2ccco2)c2ccc(F)cc2)cc1 (stereo not given),10,0,9,3,1,2.5,-2,6,-0.1
O=C(Nc1ccccc1)c1cc2n(n1)C(C(F)(F)F)CC(C1CC1)N2 (stereo not given),5,-7,13,3,-1,2.6,-9,7,0.0
COc1ccc(-n2c(-c3ccc(Cl)cc3)c[n+]3c2CCc2ccccc2-3)cc1,1,-2,28,-1,0,3.4,0,-12,0.1
Cc1ccc(/C=C/C(=O)Nn2cnnc2)cc1,-8,0,2,-3,2,-6.3,-8,1,0.0
CCc1ccccc1NC(=S)N(CCN(C)C)C(C)c1cccnc1 (stereo not given),15,2,5,1,-3,-2.8,2,7,0.0
O=C(N/N=C\c1cccnc1)c1ccc(Cl)cc1Cl,-14,-3,-11,0,-3,0.8,0,-3,0.0
CC(=O)Nc1ccc(S(=O)(=O)N2CCSCC2)cc1,-12,-2,-2,-1,-5,-0.6,-15,-8,0.0
O=C(CSc1ccc2ccccc2c1)Nc1ccncc1,10,0,-10,-1,1,1.0,-5,13,-0.1

# No new results follow: entries from further up.
SMILES,ZTA DNA inh,Fh CTSL1 inh,PREPL inhibitor,PP1 counter,TPT1 inhibitor,PP5 primary,HCV core dimer,EBNA-1 inhibitor,Efflux pump mplx
O=C(Nc1ccccc1)c1cc2n(n1)C(C(F)(F)F)CC(C1CC1)N2 (stereo not given),5,-7,13,3,-1,2.6,-9,7,0.0
COc1ccc(-n2c(-c3ccc(Cl)cc3)c[n+]3c2CCc2ccccc2-3)cc1,1,-2,28,-1,0,3.4,0,-12,0.1
Cc1ccc(/C=C/C(=O)Nn2cnnc2)cc1,-8,0,2,-3,2,-6.3,-8,1,0.0
CCc1ccccc1NC(=S)N(CCN(C)C)C(C)c1cccnc1 (stereo not given),15,2,5,1,-3,-2.8,2,7,0.0
O=C(N/N=C\c1cccnc1)c1ccc(Cl)cc1Cl,-14,-3,-11,0,-3,0.8,0,-3,0.0
CC(=O)Nc1ccc(S(=O)(=O)N2CCSCC2)cc1,-12,-2,-2,-1,-5,-0.6,-15,-8,0.0
O=C(CSc1ccc2ccccc2c1)Nc1ccncc1,10,0,-10,-1,1,1.0,-5,13,-0.1

# Going on with the list.
SMILES,ZTA DNA inh,Fh CTSL1 inh,PREPL inhibitor,PP1 counter,TPT1 inhibitor,PP5 primary,HCV core dimer,EBNA-1 inhibitor,Efflux pump mplx
CCCCCn1c(=O)c2ccccc2n2c(CCl)nnc12,-17,-4,3,-4,0,0.0,9,-4,-0.2
O=C(Oc1cccc(O)c1)C1CCCCC1,-17,-1,7,-1,-3,0.7,-3,1,-0.3
Cn1c(SCC(=O)NC2CC2)nnc1-c1ccccc1Cl,-1,0,6,-3,1,1.6,-1,-6,0.6
CC(C)c1ccc(S(=O)(=O)N2CCN(C(=O)C3CCN(C(=O)c4ccc(F)cc4)CC3)CC2)cc1,-2,-2,11,0,-1,-1.4,-4,10,0.5
CCOC(=O)C1CCN(C/C=C/c2ccccc2OC)CC1,-6,-4,7,4,-3,1.3,1,-6,0.1
CCCOc1ccc(C2c3c(oc4cc(C)c(C)cc4c3=O)C(=O)N2CCCN2CCOCC2)cc1 (stereo not given),-8,0,17,4,-3,3.2,5,-6,-0.1
COc1cc(NC(=O)c2cccc(Cl)c2)ccc1NC(=O)c1cccs1,-3,-2,10,-4,2,2.6,5,4,-0.2
CN(C(=O)COC(=O)c1cc(-c2ccccc2Cl)nc2ccccc12)C1CCS(=O)(=O)C1 (stereo not given),10,-9,11,-2,4,-3.4,7,3,0.6
CCOC(=O)C1=C(NC(=O)c2ccc(Br)o2)Nc2ccccc2N=C1,8,0,8,-4,-2,-0.2,-2,-2,-0.2
O=C(Nc1ccccc1C(F)(F)F)c1c(F)cccc1Cl,-14,-2,4,-1,1,-0.2,9,11,-0.1
CN(C)Cc1cc(CCNC(=O)c2ccc(Cl)cc2)ccc1O,0,-2,-1,-3,-4,-1.2,1,2,-0.1
CNC(=O)COC(=O)c1cc2c(s1)CCCC2,-2,-4,1,-5,-5,-0.4,-5,-3,-0.3
Cc1ccccc1OCC(=O)N/N=C/c1sc(=O)n(Cc2cccc(C(=O)O)c2)c1Cl,-14,2,4,0,11,0.5,7,7,-0.1
CC(=O)Nc1c(C)cc(OCC(=O)O)cc1C,4,0,-11,-4,0,0.3,-2,-9,0.1
CC(=O)Oc1ccc(C(=O)[C@H]2[C@H]3C(=O)N(c4ccccc4)C(=O)[C@H]3[C@@H]3C=CC=NN32)cc1,-7,0,-1,9,5,1.5,37,2,0.4
CC/C(CC(C)(C)c1ccccc1)=N\O,-5,1,-3,-1,-4,1.2,-4,2,-0.4
COc1cc(/C=C/C(=O)OCC(=O)Nc2cc(S(=O)(=O)N3CCCCC3)ccc2C)ccc1O,3,1,18,1,3,0.6,13,3,-0.1
O=c1oc2ccccc2n1Cc1cccc(C(F)(F)F)c1,17,-3,-8,-1,3,-0.8,3,-1,0.0
CCOC(=O)CCSc1nc(-c2ccc3c(c2)OCO3)cc(C(F)(F)F)c1C#N,-4,-2,16,1,3,1.7,-2,-3,0.0
COc1ccc(CCNC(=O)CCCc2ccccc2)cc1OC,-18,-3,1,2,-1,2.5,2,-9,-0.2

# In a second layout: five of the compounds above.
structure	ZTA DNA inh	Fh CTSL1 inh	PREPL inhibitor	PP1 counter	TPT1 inhibitor	PP5 primary	HCV core dimer	EBNA-1 inhibitor	Efflux pump mplx
CN(C(=O)COC(=O)c1cc(-c2ccccc2Cl)nc2ccccc12)C1CCS(=O)(=O)C1 (stereo not given)	10	-9	11	-2	4	-3.4	7	3	0.6
COc1cc(/C=C/C(=O)OCC(=O)Nc2cc(S(=O)(=O)N3CCCCC3)ccc2C)ccc1O	3	1	18	1	3	0.6	13	3	-0.1
COc1ccc(CCNC(=O)CCCc2ccccc2)cc1OC	-18	-3	1	2	-1	2.5	2	-9	-0.2
Cn1c(SCC(=O)NC2CC2)nnc1-c1ccccc1Cl	-1	0	6	-3	1	1.6	-1	-6	0.6
CC/C(CC(C)(C)c1ccccc1)=N\O	-5	1	-3	-1	-4	1.2	-4	2	-0.4

# (further entries)
SMILES,ZTA DNA inh,Fh CTSL1 inh,PREPL inhibitor,PP1 counter,TPT1 inhibitor,PP5 primary,HCV core dimer,EBNA-1 inhibitor,Efflux pump mplx
Cc1ccsc1C(=O)NCCc1ccc(S(N)(=O)=O)cc1,0,0,4,4,3,0.1,-5,-22,0.9
O=C(C1CC1)N1CCc2cc(Br)cc(S(=O)(=O)N3CCN(c4ccccn4)CC3)c21,2,2,-1,9,-3,3.8,28,-10,0.3
COc1ccc(Cl)cc1NC(=O)CN(C)C(=O)c1cc2c(s1)CCC(C)C2 (stereo not given),-9,4,15,-1,3,0.7,5,-8,0.1
CCOC(=O)c1ccccc1NC(=S)N1CCCCC1,-11,3,15,-1,-4,-2.9,-6,-2,0.1
COc1ccc(CC(=O)Nc2ccc3c(c2)C(=O)N(CCC(=O)O)C3=O)cc1,-4,1,-4,-2,2,-1.1,-3,4,0.0
CCC1(C)C2(C#N)C(N)=NC(OC)(OC)C12C#N (stereo not given),11,-4,1,-1,-2,-0.5,0,12,0.0
C=Cn1cc[n+](CC(=O)c2cc(C(C)(C)C)c(O)c(C(C)(C)C)c2)c1,-6,3,4,1,-2,-0.1,-5,-13,0.1
c1ccc(Cn2c(CN3CCCC3)nc3ccccc32)cc1,-20,0,-7,-3,1,3.0,0,-1,0.3
COCCNc1cc(C)nc2c3c(C)cc(C)nc3nn12,-9,1,19,0,0,-0.2,0,-1,-0.2
O=C(OCC#CCSc1nnc(-c2ccccc2)o1)c1ccco1,6,-1,-6,-2,-2,-0.7,1,8,0.0
CCOC(=O)c1c(N)c(C#N)cn1-c1ccccc1,5,7,15,0,0,0.8,2,0,0.1
CCCCOC(=O)c1ccc(NC(=O)C(=O)NCCN(CC)CC)cc1,-2,-1,-2,-3,-2,-1.9,1,-3,0.0
O=C(CSc1nnc(CNC(=O)c2c(F)cccc2F)o1)NCCc1ccccc1,-6,-3,0,-3,4,2.9,-4,10,0.4
COC(=O)CNC(=O)c1ccc2c(c1)S(=O)(=O)c1ccccc1C2=O,-4,-4,8,3,-6,-2.5,-3,3,0.0
Cn1cccc1C(=O)OCC(=O)Nc1ccc2c(c1)OCO2,-2,-2,2,-2,4,-0.7,4,6,-0.2
CC(C)C[C@@]12C(=O)N(c3cccc(Cl)c3)C(=O)N1[C@H](c1ccc(Cl)cc1)[C@@H]1C(=O)N(C3CCCCC3)C(=O)[C@@H]12,20,0,-9,-5,3,2.1,21,1,0.2
Cc1ccc(Cl)c(OCC(=O)OC(C)C(=O)NC2CC2)c1 (stereo not given),11,-6,-4,-5,-6,1.0,0,4,0.0
CC1CC(NC(=O)Cc2ccc(Br)cc2)CC(C)(C)C1 (stereo not given),-5,1,-4,1,2,2.8,9,-2,0.0
Cc1ccc(S(=O)(=O)N(Cc2ccc(Cl)cc2)c2ccccc2C(=O)NCc2cccnc2)cc1,-8,1,0,2,-1,2.3,9,-6,0.1

# The list is partial; the hit share may differ from the screen's.
